Bioassay records as filed in PubChem.
NCI-60 one-dose screen, 48 h, at 10 µM unless noted. Numbers give growth in % (100 = growth as untreated, 0 = no growth, -100 = all killed).
HCC-2998: HCC-2998 colon cancer | hit rate 4.7% among 79,000
HCT-15: HCT-15 colon cancer; hit rate 5.2% among 82,000
KM12: KM12 colon cancer cells. hit rate 5% among 82,000. AID 1794800
SF-295: SF-295 CNS cancer cells. AID 1794758. hit rate 5.6% among 79,000
HCT-116: HCT-116 colon cancer; hit rate 7.3% among 82,000; AID 1794798
SW-620: SW-620 colon cancer; hit rate 5.2% among 82,000
SF-539: SF-539 CNS cancer | hit rate 6.8% among 81,000 | AID 1794752
SNB-75: SNB-75 CNS cancer; hit rate 5% among 79,000
SNB-19: SNB-19 CNS cancer cells; hit rate 2.5% among 81,000
Active calls of the source: *; · = no result given; & = joins results of further samples. The calls were made as follows: active = growth percent below 10; inactive = the rest.

SMILES | HCC-2998 | HCT-15 | KM12 | SF-295 | HCT-116 | SW-620 | SF-539 | SNB-75 | SNB-19
O=S(=O)(O)c1nc[n+]([O-])c2nc[nH]c12 | 104 | 101 | 109 | 106 | 100 | 101 | 97 | 67 | 104
COC(=O)C(C)[C@H]1CC[C@@H]2[C@]1(C)CC=C1[C@]23C=C[C@]2(C[C@@H](OC(C)=O)CC[C@]12C)C(C(=O)OC)C3C(=O)OC (stereo not given in full) | 91 | 62 | 92 | 88 | 64 | 102 | 99 | 99 | 96
COc1ccc(NC(=O)NNC(=O)c2ccncc2)cc1 | 109 | 106 | 105 | 93 | 115 | 102 | 107 | 124 | 108
O=C1c2ccccc2-c2cccc3c(-c4ccc5c6c(cccc46)-c4ccccc4C5=O)ccc1c23 | 95 | 98 | 100 | 110 | 97 | 98 | 102 | 86 | 94
CNc1nc(NC)c2cn[nH]c2n1 | 100 | 101 | 105 | 98 | 99 | 106 | 103 | 91 | 106
Cc1cccc(-n2c(SCC(=O)Nc3ccc(S(=O)(=O)Nc4nccc(C)n4)cc3)nc3ccccc3c2=O)c1 | 111 | 100 | 98 | 98 | 101 | 100 | 101 | 87 | 104
CC(=O)Oc1c(Cl)cc(Cl)cc1Cl | 95 | 97 | 107 | · | 103 | 107 | 106 | 73 | 94
Cc1cc(=O)[nH]n1-c1ccc(C#N)cc1N | · | 109 | 111 | · | 102 | 110 | 102 | 91 | 104
N=c1c2c(-c3ccccc3)c(-c3ccccc3)oc2ncn1NC(=O)c1ccc(O)cc1 | 96 | 107 | 80 | 99 | 106 | 108 | 100 | 108 | 101
CC(C)(O)CN(CCCNC(=S)Nc1ccccc1)C(=S)Nc1ccccc1 | 101 | 101 | 97 | 92 | 101 | · | 104 | 85 | 96
O=P1(NCCCNP2(=O)OC(CCl)=NC2c2ccccc2Cl)OC(CCl)=NC1c1ccccc1Cl (stereo not given) | 104 | 100 | 104 | 94 | 95 | 96 | 100 | 98 | ·
O=C(Nc1ccccc1)C1CN(CCc2ccccc2)CCS1 (stereo not given) | 100 | 93 | 95 | 94 | 100 | 98 | 106 | 91 | 102
CC1Cc2c(ncnc2-n2cnc3ccccc32)N(C)c2ccc(O)cc21 (stereo not given) | 110 | 96 | 87 | 89 | 103 | 104 | 85 | 74 | 78
O=c1cc(Cn2cc(CSc3nc4cc(Cl)ccc4o3)nn2)c2ccc3ccccc3c2o1 | 114 | 110 | 109 | 108 | 109 | 105 | 104 | 95 | 105
CCN(CC)CCOC(=O)C(C1CCCCC1)C1(O)CCCCCC1 (stereo not given) | 106 | 105 | 99 | 102 | 94 | 99 | 103 | 90 | 106

Entries shown so far containing an aryl thioether with sulfur outside any ring (2):
SMILES | HCC-2998 | HCT-15 | KM12 | SF-295 | HCT-116 | SW-620 | SF-539 | SNB-75 | SNB-19
Cc1cccc(-n2c(SCC(=O)Nc3ccc(S(=O)(=O)Nc4nccc(C)n4)cc3)nc3ccccc3c2=O)c1 | 111 | 100 | 98 | 98 | 101 | 100 | 101 | 87 | 104
O=c1cc(Cn2cc(CSc3nc4cc(Cl)ccc4o3)nn2)c2ccc3ccccc3c2o1 | 114 | 110 | 109 | 108 | 109 | 105 | 104 | 95 | 105

One compound at a time (already shown). Order of screens: HCC-2998, HCT-15, KM12, SF-295, HCT-116, SW-620, SF-539, SNB-75, SNB-19
CNc1nc(NC)c2cn[nH]c2n1 in the list: 100, 101, 105, 98, 99, 106, 103, 91, 106
O=P1(NCCCNP2(=O)OC(CCl)=NC2c2ccccc2Cl)OC(CCl)=NC1c1ccccc1Cl (stereo not given) in the list: 104, 100, 104, 94, 95, 96, 100, 98, ·
Cc1cc(=O)[nH]n1-c1ccc(C#N)cc1N in the list: ·, 109, 111, ·, 102, 110, 102, 91, 104

Going on with the list:
SMILES | HCC-2998 | HCT-15 | KM12 | SF-295 | HCT-116 | SW-620 | SF-539 | SNB-75 | SNB-19
O=C(NCCN1CCCC1)n1cc(-c2ccncc2)c(-c2ccc(O)c(Cl)c2)n1 | 132 | 100 | · | 123 | 102 | 113 | 93 | 86 | 108
CCCCCCC(O)(CCCCCC)CCCCCC | 98 | 95 | 110 | 97 | 97 | 104 | 92 | 100 | 108
CCCCOc1nc2ccccc2cc1-c1cc(-c2ccc(Cl)cc2)nc(-c2ccc(Cl)cc2)c1 | 103 | 102 | 101 | 105 | 100 | 97 | 96 | 97 | 98
COc1ccccc1C(C)=O | 107&111 | 96&108 | 111&102 | 106 | 102&107 | 105&95 | 107&105 | 85&105 | 109&116
CC(C)(OC(=O)c1ccccc1)C(Br)CBr (stereo not given) | 101 | 101 | 94 | 101 | 101 | 107 | 96 | 81 | 115
NC(=O)CSc1ccc(Cl)cc1 | · | 101 | 102 | 104 | 105 | 102 | 101 | 92 | 99
CCCC1(CC(=O)O)OCCc2c1[nH]c1ccccc21 (stereo not given) | 70 | 107 | 102 | 102 | 107 | 115 | 112 | 66 | 128
O=C(O)c1[nH]c(=O)[nH]c(=O)c1[N+](=O)[O-] | 99 | 99 | 115 | 104 | 100 | 109 | 103 | 93 | 110
CCCCCCCOc1ccc(S(=O)(=O)Nc2ccc(C)c(F)c2C(=O)O)cc1 | 117 | 79 | 97 | 89 | 96 | 100 | 102 | 104 | 89
COc1cc(C(F)(F)F)ccc1-c1cc(-c2ccc(F)cc2)n[nH]1 | 108 | 73 | 88 | 98 | 82 | 98 | 91 | 74 | 78
Fc1cccc(/C=N/Nc2nc(N/N=C/c3cccc(F)c3)nc(N3CCOCC3)n2)c1 | 102 | 48 | 100 | 108 | 75 | 66 | 87 | 82 | 98
C[C@]12CC[C@H](O)CC1=CC[C@@H]1[C@@H]2CC[C@]2(C)C3C(=O)C=C4CCCCC4C3C[C@@H]12 (stereo not given in full) | 105 | 94 | 109 | · | 98 | 102 | 102 | 89 | 103
O=C(NCCCCNC(=O)OCc1ccc2c(Cl)cc(Cl)c(O)c2n1)OCc1ccc2c(Cl)cc(Cl)c(O)c2n1 | 19 | 13 | 6.4* | 23 | 7.5* | 20 | -14* | 25 | 63
Fc1ccc(CSc2nnc(-c3ccc(Cl)cc3)n2-c2ccccc2)cc1 | 115 | 88 | 101 | 112 | 79 | 100 | 105 | 98 | 89
CCN1CCN(CC(=O)Nc2nc3ccc(NCc4ccccc4)cc3s2)CC1 | 106 | 80 | 91 | 100 | 83 | 96 | 102 | 103 | 98
CC(=O)N1N=C(c2ccc(OCC(=O)c3ccc(C)cc3)cc2)CC1c1ccc(F)cc1 (stereo not given) | 89 | 78 | 79 | 81 | 68 | 95 | 92 | 96 | 87
COc1ccc(/C=N/Nc2cc(=O)[nH]c3ccc(C)cc23)cc1 | 99 | 88 | 105 | 96 | 83 | 97 | 101 | 108 | 95
Nc1nc2ncc(CNc3ccc(C(=O)N[C@@H](CCc4nn[nH]n4)C(=O)O)cc3)nc2c(=O)[nH]1 | 104&99 | 103&104 | 103&95 | 100&99 | 99&94 | 104&99 | 110&91 | 97&87 | 96&107
CCCCCc1ccc(S(=O)(=O)Nc2ccc3nc(NC(C)=O)[nH]c3c2)cc1 | 96 | 96 | 97 | 93 | 97 | 94 | 94 | 66 | 89
CSc1oc(C)nc1[P+](c1ccccc1)(c1ccccc1)c1ccccc1 | 43 | 104 | 23 | 78 | 33 | 65 | 80 | 76 | 45
O=C(c1ccc(Cl)cc1)C1[C@H](c2ccccc2Cl)[C@@H](c2ccccc2)NC12C(=O)Nc1ccccc12 (stereo not given in full) | -46* | -26* | -23* | -72* | -91* | -5.3* | -90* | -4.0* | 7.1*
O=C1c2cc3c(cc2-c2c1c1ccc(F)cc1c(=O)n2CCCNCCO)OCO3 | -66* | -42* | -30* | -14* | -43* | -41* | -86* | -98* | -22*
CC(C)CCCC(C)C1CCC2C3CC=C4CC(=O)CCC4(C)C3CCC12C (stereo not given) | 109 | 96 | 101 | 104 | 108 | 108 | 93 | 91 | 108
CCCn1c(NC(=O)c2cccc([N+](=O)[O-])c2)nc2ccccc21 | 81 | 34 | 24 | 33 | 22 | 53 | 63 | 87 | 55
Cc1ccc(-c2cc(-c3cccc(OCC(=O)O)c3)[nH]c(=O)c2C#N)cc1 | 109 | 101 | 104 | 97 | 107 | · | 101 | 92 | 97
CC/C=C\C/C=C\C[C@H](O)C/C=C1/C(=O)C=C[C@@H]1C/C=C\CCCC(=O)O | -22* | 48 | 6.2* | 86 | -61* | 21 | 33 | 81 | 44
CCCN=C1NC(=O)/C(=C/c2nc(-c3ccc(OC)cc3)n3ccccc23)S1 | 97 | 85 | 49 | 124 | 26 | 73 | 95 | 96 | 81
CC(C)(C)n1cc(-c2ccnc(NCCCNS(=O)(=O)c3ccc(Cl)cc3)n2)c(-c2ccc(Cl)c(O)c2)n1 | 109 | 70 | 81 | 100 | 61 | 105 | 92 | 94 | 103
COc1cccc(-c2nc3sccn3c2-c2ccnc(NCCN3CCCN(C)S3(=O)=O)n2)c1 | 114 | 68 | 100 | 97 | 78 | 131 | 93 | 63 | 123
Cc1ccccc1OCCSc1nc2ccc(NC(=O)c3ccccc3)cc2s1 | 94 | 81 | 90 | · | 70 | 91 | 94 | 85 | 82

Pulled by compound from above:
SMILES | HCC-2998 | HCT-15 | KM12 | SF-295 | HCT-116 | SW-620 | SF-539 | SNB-75 | SNB-19
CCCCCc1ccc(S(=O)(=O)Nc2ccc3nc(NC(C)=O)[nH]c3c2)cc1 | 96 | 96 | 97 | 93 | 97 | 94 | 94 | 66 | 89
O=C1c2cc3c(cc2-c2c1c1ccc(F)cc1c(=O)n2CCCNCCO)OCO3 | -66* | -42* | -30* | -14* | -43* | -41* | -86* | -98* | -22*
CCCN=C1NC(=O)/C(=C/c2nc(-c3ccc(OC)cc3)n3ccccc23)S1 | 97 | 85 | 49 | 124 | 26 | 73 | 95 | 96 | 81
CC(=O)N1N=C(c2ccc(OCC(=O)c3ccc(C)cc3)cc2)CC1c1ccc(F)cc1 (stereo not given) | 89 | 78 | 79 | 81 | 68 | 95 | 92 | 96 | 87

Carrying on:
SMILES | HCC-2998 | HCT-15 | KM12 | SF-295 | HCT-116 | SW-620 | SF-539 | SNB-75 | SNB-19
COc1ccc(-c2nc(-c3ccc(F)cc3)cn3ccnc23)cc1 | 100 | 85 | 95 | 90 | 87 | 101 | 82 | 66 | 89
COc1ccc(-c2noc(CCc3nnc(-c4ccccc4)o3)n2)cc1 | 118 | 104 | 102 | 104 | 100 | 102 | 101 | 90 | 98
CCOC(=O)c1c(Cl)c2c(n1Cc1cc(OC)cc(OC)c1)-c1oncc1CCC2 | 55 | 22 | 30 | 6.6* | 24 | 17 | 7.4* | 1.9* | 56
CC(C)Cc1ccc(C(C)C(=O)OCc2ccc(Cn3c(=O)sn(CCCCl)c3=O)cc2)cc1 (stereo not given) | 111 | 102 | 108 | 100 | 108 | 102 | 102 | 77 | 105
CC(=O)Oc1ccccc1C(=O)N=C1[Se]CCCN1C(=O)c1ccccc1OC(C)=O | 104 | 22 | 30 | 17 | -8.3* | 88 | -43* | -29* | -55*
CCOc1cc(CN2CCOCC2)c(O)c(CN2CCOCC2)c1 | 92 | 99 | 102 | 102 | 93 | 101 | 101 | 78 | 100
CC1(C)C(N)=Nc2cc(OCCCN3Cc4ccccc4C3)c(OCC3CC3)cc21 | 12 | 40 | 84 | 78 | 49 | 88 | 70 | 77 | 85
COc1ccc(C2NC(=O)C(C#N)c3c2sc2c(F)cccc32)cc1 (stereo not given) | 92 | 34 | 41 | 31 | 38 | 24 | 40 | 14 | 43
N#CCCNc1ccc2c(c1)C(=O)c1ccccc1-2 | 102 | 96 | 107 | 102 | 104 | 101 | 106 | 104 | 96
Nc1nc(Cl)nc2c1ncn2C1CCC(CO)O1 (stereo not given) | 99 | 104 | 91 | 101 | 97 | 93 | 100 | 93 | 110
Cc1cc(=O)n2c(-c3cccc([N+](=O)[O-])c3)nc3c4ccccc4ccc3n12 | 109 | 101 | 101 | 97 | 107 | 99 | 91 | 86 | 102
NNC(=O)c1cccc([N+](=O)[O-])c1 | 89&100 | 103&96 | 108&106 | 102&114 | 105&107 | 104&106 | 97&106 | 95&102 | 104&106
CCN(CC)CCOC(=O)c1ccc(N=C=S)cc1 | 99 | 97 | 103 | 125 | 88 | 105 | 108 | 79 | ·
O=C(CN1CCNCC1)Nc1cccc(-c2cc3ccccc3[nH]2)c1 | 94 | 65 | 80 | 82 | 48 | 87 | 90 | 66 | 80
CN1CCSC1=NC(=O)c1ccc(Cl)cc1 | 102 | 110 | 105 | 101 | 98 | 99 | 98 | 92 | 97
c1ccc(CN2c3nc4ccccc4cc3Sc3cc4ccccc4nc32)cc1 | 92 | 106 | 101 | 112 | 92 | 98 | 100 | 111 | 107
Cc1cccc2c1ccc1cc(C(C)C)ccc12 | 108 | 78 | 100 | 101 | 102 | 98 | 95 | 91 | 99
N#C/C(=C\c1ccc[nH]1)c1cc2ccccc2[nH]1 | 64 | 50 | 31 | 54 | 63 | 96 | 80 | 62 | 79
COc1c(O[C@@H]2OC(CO)[C@H](O)[C@H](O)C2O)cc2oc3cc(O)c(CC=C(C)C)c(O)c3c(=O)c2c1CC=C(C)C (stereo not given in full) | 96 | 98 | 106 | 93 | 89 | 104 | 107 | 94 | 96
Clc1ccc(/C=C/c2ccccn2)cc1 | 111 | 89 | 90 | 100 | 82 | 84 | 94 | 72 | 96
CC(=O)N1N=C(c2ccc3c(c2)OCO3)CC1c1ccc(C)s1 (stereo not given) | 99 | 98 | 106 | 94 | 94 | 111 | 96 | 107 | 90
NC(=O)c1c(NC(=O)c2cccc(C(F)(F)F)c2)sc2c1CCC(=O)C2 | 16 | -21* | 0.5* | -13* | -28* | -12* | -78* | -76* | 12
CCOC(=O)C(C#N)(CC)CC | 114 | 103 | 102 | · | 98 | 102 | 106 | 100 | 106
Nc1nc(Nc2ccccc2SSc2ccccc2Nc2nc(N)nc(-c3cccc(Cl)c3)n2)nc(-c2cccc(Cl)c2)n1 | 110 | 70 | 77 | 79 | 91 | 104 | 100 | · | 96
CCCC(CCC)(C(=O)Nc1ccc2nc(C)cc(N)c2c1)C(=O)Nc1ccc2nc(C)cc(N)c2c1 | 104 | 102 | 111 | 93 | 101 | 100 | 92 | 94 | 100
